# NCI-60 one-dose screen, 48 h, at 10 µM unless noted. Numbers give growth in % (100 = growth as untreated, 0 = no growth, -100 = all killed).
# MDA-MB-468: MDA-MB-468 breast cancer; 78,000 compounds, 8.5% hits; AID 2202374
# MDA-MB-231: MDA-MB-231 breast cancer. 81,000 compounds, 5% hits. AID 1794789
# MOLT-4: MOLT-4 leukemia cells; AID 1794779; 80,000 compounds, 6.9% hits
# RPMI-8226: RPMI-8226 leukemia cells. 77,000 compounds, 7.5% hits
# K-562: K-562 leukemia; 78,000 compounds, 7.4% hits; AID 1794777
# SR: SR leukemia cells | 73,000 compounds, 8.7% hits
# MDA-MB-435: MDA-MB-435 melanoma; 82,000 compounds, 7.8% hits; AID 1794794
# MCF7: MCF7 breast cancer. 82,000 compounds, 6.3% hits. AID 1794796
# Numbers without * were called inactive; . = no result given; [ ] = another dose, or the depositor's remark. The calls were made as follows: active = growth percent below 10; inactive = the rest.
SMILES,MDA-MB-468,MDA-MB-231,MOLT-4,RPMI-8226,K-562,SR,MDA-MB-435,MCF7
S=C(N/N=C\c1ccccc1Cl)N/N=C/c1ccccc1Cl,107.2,98.4,88.7,103.2,97.6,92.5,102.9,60.2
O=C(Nc1ccc2cc3ccc(NC(=O)N4CCCCCC4)cc3nc2c1)N1CCCCCC1,-48.5*,-69.1*,-21.2*,-36.8*,-11.1*,8.1*,-82.4*,-45.9*
CCOC(=O)c1cnc2cc(Cl)c(F)cc2c1Nc1cccc(NS(C)(=O)=O)c1,87.6,80.6,99.9,104.6,91.4,112.3,103.7,92.5
CC(=O)Nc1ccc(S(=O)(=O)CCc2ccccn2)cc1,127.4,105.2,102.0,89.0,107.3,93.8,107.3,93.4
CC(O)(C(N)=O)c1ccccc1 (stereo not drawn),112.2,94.1,99.2,112.7,105.2,90.7,96.5,90.1
CC1=CC(=O)C(C(C)=NCc2ccccn2)C(=O)O1 (stereo not drawn),112.1,107.2,86.6,101.0,90.0,89.7,109.1,98.6
COc1ccc2c(c1)c(-c1nc(-c3cn(C)c4ncccc34)cs1)cn2C(=O)OC(C)(C)C,106.5,89.5,78.6,62.2,104.5,110.7,95.6,88.4
COc1ccc(N(C)c2cc(C#N)nc3ccccc23)cc1N,4.0*,12.2,15.4,19.9,10.7,.,-22.4*,9.9*
O=C(Cc1ccc(/C=C/C(=O)c2ncc[nH]2)cc1)Nc1cc(F)c(F)c(F)c1,9.0*,41.4,26.7,0.5*,18.3,14.9,51.2,10.4
Clc1ccc2c(c1)-c1ccccc1C1=NCCN12,7.5*,45.6,17.1,33.0,9.1*,8.2*,29.4,10.6

# Complete entries, looked up by structure. Order of values: MDA-MB-468	MDA-MB-231	MOLT-4	RPMI-8226	K-562	SR	MDA-MB-435	MCF7
# `CC(=O)Nc1ccc(S(=O)(=O)CCc2ccccn2)cc1` is entered as 127.4	105.2	102.0	89.0	107.3	93.8	107.3	93.4
# `CC1=CC(=O)C(C(C)=NCc2ccccn2)C(=O)O1` (stereo not drawn) is entered as 112.1	107.2	86.6	101.0	90.0	89.7	109.1	98.6
# `Clc1ccc2c(c1)-c1ccccc1C1=NCCN12` is entered as 7.5*	45.6	17.1	33.0	9.1*	8.2*	29.4	10.6
# `O=C(Cc1ccc(/C=C/C(=O)c2ncc[nH]2)cc1)Nc1cc(F)c(F)c(F)c1` is entered as 9.0*	41.4	26.7	0.5*	18.3	14.9	51.2	10.4
# `O=C(Nc1ccc2cc3ccc(NC(=O)N4CCCCCC4)cc3nc2c1)N1CCCCCC1` is entered as -48.5*	-69.1*	-21.2*	-36.8*	-11.1*	8.1*	-82.4*	-45.9*

# Additional records:
SMILES,MDA-MB-468,MDA-MB-231,MOLT-4,RPMI-8226,K-562,SR,MDA-MB-435,MCF7
COc1cc(/C=N/N(C)C)ccc1O,95.8,93.1,89.7,92.4,100.5,93.0,105.5,98.4
Cc1cccc(C)c1NC(=S)N(C)C,107.9,105.7,94.5,108.6,100.9,115.0,101.2,96.2
N#Cc1n[nH]n2c1nc(=O)c1sccc12,104.9,110.0,106.1,112.3,114.9,103.3,106.0,93.6
Cc1ccc2nc(N)nnc2c1,101.6,127.4,100.1,95.4,108.1,.,105.7,103.5
CCOC(CCCCCOCc1ccccc1)OCC,109.0,98.1,103.6,106.3,102.3,97.3,103.5,98.7
COC(=O)/C=C1/SC(=NCc2ccccc2)N(Cc2ccco2)C1=O,101.9,107.8,94.1,92.6,92.3,91.8,95.8,90.3
O=c1[nH][n+](-c2[nH]ncc2[N+](=O)[O-])no1,98.8,110.0,108.8,110.3,105.5,.,97.1,97.1
O=C(O)CCSSc1ccccc1,103.9,96.6,80.1,97.6,106.1,.,92.8,89.5
COc1ccc(-c2nc(SC(C)C)nc(NN)c2C#N)cc1,84.0,88.9,75.6,70.8,63.9,57.3,63.7,68.2
O=C1/C(=C/c2ccc(Cl)cc2)CN(C(=O)CCN2CCC(=NO)CC2)C/C1=C\c1ccc(Cl)cc1,-65.3*,-83.1*,-12.4*,-34.1*,-13.9*,-5.1*,-94.7*,-53.3*

# Copied from the list:
# SR result of CCOC(CCCCCOCc1ccccc1)OCC : 97.3
# SR result of COc1ccc(-c2nc(SC(C)C)nc(NN)c2C#N)cc1 : 57.3
# MOLT-4 result of O=C1/C(=C/c2ccc(Cl)cc2)CN(C(=O)CCN2CCC(=NO)CC2)C/C1=C\c1ccc(Cl)cc1 : -12.4*

# Carrying on.
SMILES,MDA-MB-468,MDA-MB-231,MOLT-4,RPMI-8226,K-562,SR,MDA-MB-435,MCF7
COc1cc(NC(=O)c2ccc(-c3cccc(Cl)c3)o2)ccc1NC(=O)C(C)C,89.6,98.4,66.8,85.3,87.5,59.4,93.3,86.8
CC1=C([Se]CC(OC(=O)c2ccc(-c3c4nc(c(-c5ccccc5)c5ccc([nH]5)c(-c5ccccc5)c5nc(c(-c6ccccc6)c6ccc3[nH]6)C=C5)C=C4)cc2)C(=O)NC(C)(C)C)C(=O)c2ccccc2C1=O (stereo not drawn),.,99.1,124.5,.,74.7,124.3,112.3,95.8
CS(=O)(=O)c1ccc2c(c1)c1c(n2Cc2ccc(Cl)cc2)CCCC1=O,102.9,86.8,.,98.7,.,.,95.7,88.8
O=C(Cc1ccccc1)NO,100.3,113.2,100.3,103.1,114.5,94.8,109.5,98.9
CCOC(=O)c1nc2cc(Cl)cnc2nc1NCc1ccc(OC)cc1,103.1,99.1,104.7,105.3,98.6,99.1,107.0,97.4
NCCCC[C@H](NC(=O)[C@@H]1CCCN1C(=O)Cc1cccc2ccccc12)C(=O)N[C@@H](CCCN=C(N)N)C(=O)N[C@@H](CCCN=C(N)N)C(N)=O,100.3,102.5,101.9,117.5,104.0,110.1,98.8,92.7
COc1ccc(CC(C#N)c2cc3ccccc3[nH]2)cc1 (stereo not drawn),89.6,82.3,98.1,71.4,80.5,96.1,82.2,94.0
C=C1CC[C@@H]2[C@]3(C)COC(c4cn[nH]c4-c4ccccc4)O[C@@H]3CC[C@@]2(C)[C@@H]1C/C=C1/C(=O)OCC1O (stereo partly drawn),-37.0*,.,4.6*,-28.6*,-10.2*,-18.9*,1.5*,-28.3*
CCc1cccc(Sc2cc(C(=O)N3Cc4ccc(OCCN(C)C)cc4C3)ccc2O)c1,30.6,80.0,25.0,29.3,22.0,19.9,64.1,24.8
CC(=O)Nc1ccc(S(=O)(=O)N(c2nccnc2Cl)S(=O)(=O)c2ccc(NC(C)=O)cc2)cc1,112.2,97.8,90.5,88.2,97.1,98.1,105.0,90.7

# Fetched by structure from the entries so far:
SMILES,MDA-MB-468,MDA-MB-231,MOLT-4,RPMI-8226,K-562,SR,MDA-MB-435,MCF7
C=C1CC[C@@H]2[C@]3(C)COC(c4cn[nH]c4-c4ccccc4)O[C@@H]3CC[C@@]2(C)[C@@H]1C/C=C1/C(=O)OCC1O (stereo partly drawn),-37.0*,.,4.6*,-28.6*,-10.2*,-18.9*,1.5*,-28.3*
CCc1cccc(Sc2cc(C(=O)N3Cc4ccc(OCCN(C)C)cc4C3)ccc2O)c1,30.6,80.0,25.0,29.3,22.0,19.9,64.1,24.8
O=C(Cc1ccccc1)NO,100.3,113.2,100.3,103.1,114.5,94.8,109.5,98.9

# The list goes on.
SMILES,MDA-MB-468,MDA-MB-231,MOLT-4,RPMI-8226,K-562,SR,MDA-MB-435,MCF7
O=C(Nc1c(Cl)cccc1Cl)Oc1cccc2cccnc12,19.5,49.5,16.6,45.7,11.3,5.6*[100 µM],53.6,3.6*
NC[C@@](O)(c1ccc(Cl)cc1)c1ccc(-c2cn[nH]c2)cc1,-40.9*,31.7,13.2,19.1,17.2,0.5*,12.2,-22.2*
N#Cc1c(-c2cccc(F)c2)cc(-c2ccccn2)[nH]c1=O,104.9,95.5,95.3,101.2,97.1,92.8,102.1,87.4
COc1ccc2c(c1)c(-c1nc(-c3cn(C)c4ncccc34)cs1)cn2CCCN1CCCCC1,70.9,44.2,23.4,-8.7*,-48.4*,-39.1*,26.0,34.0
COc1ccc(C(=O)/C=C/c2cn(-c3cccc(Cl)c3)nc2-c2ccc(OC)cc2)cc1,101.4,90.4,76.3,73.6,85.2,73.9,93.5,70.5
O=C1c2c(c(=O)[nH]c3ccccc23)CC2CCCCN12 (stereo not drawn),108.1,108.9,124.7,114.2,.,137.8,104.5,86.6
COc1ccc(NC(=O)CSc2nnc(-c3ccc(-c4nc5ccccc5[nH]4)cc3)o2)cc1OC,77.8,98.3,55.5,41.4,50.8,65.7,83.5,79.2
COC(=O)Cc1[nH]c(=O)[nH]c1C(N)=O,101.1,110.3,96.8,98.3,103.2,107.8,112.2,98.1
COc1cc2nc(-c3ccc(C(F)(F)F)cc3)cc(OCCCN3CCCCC3)c2cc1OC,52.5,27.7,35.8,24.8,12.8,8.2*,-6.4*,36.2
CN(C)C(=O)C1=NC(Cc2ccccc2)C(=O)N(c2ccccc2)N1 (stereo not drawn),99.4,102.3,99.1,108.7,102.5,94.7,103.2,93.7
O=CC(O)CN1CCCC1 (stereo not drawn),109.9,111.9,115.2,103.1,96.9,94.9,106.9,94.4
CC(=O)C1=CC[C@H]2[C@@H]3CCC4=CC(=O)C[C@]4(C)[C@H]3CC[C@]12C,99.9,100.2,113.9,100.3,.,90.2,101.2,110.4
COc1ccc(-c2nnc3c4[nH]ccc4ncn23)cc1OC,107.5,76.9,84.3,100.5,103.7,78.4,106.4,91.1
c1ccc2c(c1)COC(NNC1=Nc3ccccc3CO1)=N2,.,109.0,94.4,93.0,85.3,59.6,99.0,104.4
O=C(CCCCCCNC(=O)C(O)(O)C(F)(F)F)Nc1ccc(Cl)cc1,16.9,36.2,15.8,20.1,14.4,12.1,11.6,17.3
CC(C)CC1NC(C)(C)CO1 (stereo not drawn),108.0,106.2,124.2,103.2,125.0,124.3,113.3,104.1
OCc1sccc1-n1cccc1,102.4,94.6,.,100.5,109.7,92.1,111.8,89.1
CC(C)c1nc2ccccc2n1CC(=O)N/N=C/c1cccc(OCc2ccccc2)c1,53.1,75.2,49.9,.,42.6,35.5,96.0,86.2
CC[C@H]1[C@@H]2C=C[C@@H]3[C@H]4C/C=C\C(=O)NCCC[C@@H]5NC(=O)/C(=C(O)/C=C/[C@@H]4C[C@@H]3[C@H]2C[C@H]1C)C5=O,76.8,-2.9*,.,6.2*,.,.,-81.0*,41.3
COc1ccc(C/C(C)=C(/c2ccc(OCCN3CCCC3)cc2)c2ccc(OC(=O)NCc3ccccc3)cc2)cc1,78.9,101.0,40.0,66.7,1.2*,-22.6*,73.0,30.7
CCCCCCCCCCCCCCCCCC(=O)NCCNC(=O)CCCCCCCCCCCCCCCCC,102.0,75.3,67.2,86.4,57.4,1.0*,94.2,71.6
O=C(CCCSc1nc2ccccc2[nH]1)Nc1nnc(-c2ccccc2)o1,.,104.1,81.1,102.5,93.5,74.6,137.6,100.1
COc1ccc(-c2nn(-c3cccc(NC(=O)Nc4cccc(C(F)(F)F)c4)c3)cc2-c2ccncc2)cc1Cl,27.5,1.2*,2.5*,-11.0*,8.9*,4.3*,-35.8*,5.8*
CC(C)c1ccc(C(C)C(=O)N(CC2=C(C(C)c3ccccn3)c3ccccc3C2)C(C)C)cc1 (stereo not drawn),24.9,48.4,.,14.6,24.5,24.2,44.1,19.9
O[C@@H]1Cc2cc(Br)c3ccccc3c2N[C@H](c2ccco2)C1,32.4,108.3,100.4,92.6,99.1,92.1,90.2,38.1
Cc1nn(-c2ccccc2)c(Cl)c1/C=C1\SC(N2CCOCC2)=NC1=O,87.5,103.2,95.8,97.2,97.9,97.4,95.5,83.0
O=C(Nc1ccccc1)c1cccnc1,56.0,89.0,64.3,96.9,48.0,77.0,54.1,80.7
O=C1CC(c2nc3ccccc3[nH]2)CN1Cc1ccccc1 (stereo not drawn),104.0,99.7,105.0,97.0,101.8,108.6,102.5,79.7
Cc1ccc(O)c(C2C=CCC2)c1 (stereo not drawn),115.3,97.7,113.9,125.2,101.8,107.4,105.0,113.4
Cc1ccc(/C(=N\c2sc(-c3ccccc3)nc2-c2ccccc2)N(C)C2CCCCC2)cc1,96.6,98.4,102.3,108.0,90.6,101.9,98.7,88.6
O=C(/C=C/c1cn(-c2ccccc2)nc1-c1ccc(Br)cc1)NNC(=O)Nc1ccc(Cl)cc1,108.9,82.2,105.0,100.4,99.7,83.6,105.7,94.5
COc1cc(C2CC(c3cccc(Nc4ccnc5cc(Cl)ccc45)c3)=NN2c2ccc(Cl)cc2)cc(OC)c1OC (stereo not drawn),74.4,67.0,.,47.8,11.2,55.9,8.2*,54.8
O=C(Nc1cccnc1Nc1ccccc1)c1cn(Cc2ccc(F)cc2)nn1,91.7,92.8,104.4,101.6,110.6,103.4,106.3,96.3
NS(=O)(=O)c1ccc(NC(=O)CSc2ccc(-c3ccccc3)nn2)c(Br)c1,98.0,47.7,95.6,83.0,96.0,85.9,94.4,79.0
COc1cccc(OC)c1Oc1c(-c2nc3ccccc3s2)c(C)nn1-c1ccccc1,71.2,76.4,51.2,57.6,61.0,7.0*,88.1,82.1
Cc1cccc(OCCn2ccc(=O)n(CCOc3ccc(Cl)cc3C(=O)c3cc(C)cc(C)c3)c2=O)c1,50.9,67.6,.,50.3,.,.,80.2,54.8
COc1cc(/C=C/C(=O)c2cc(-c3ccc(F)cc3)ccc2O)cc(OC)c1OC,65.6,60.7,26.3,7.2*,34.5,49.9,70.7,68.6
COc1cc(-c2ccc(-c3ccc(C(=N)N)cc3)s2)cc(OC)c1OC,-22.8*,53.2,-2.1*,-22.6*,1.0*,5.4*,40.4,13.6
COc1ccc2[nH]c(=O)c(/C=C/C(=O)c3ccc(Nc4nccc(-c5ccc6ccccc6c5)n4)cc3)cc2c1,103.0,96.2,101.1,105.0,.,.,107.7,92.8
O=c1[nH]cc(I)c(=O)[nH]1,.,104.5,89.4,104.2,100.7,97.2,105.6,95.3
C=CC(=O)OCCCCCCCCCCCC,98.6,112.6,93.2,105.3,109.8,100.6,91.7,98.0
CCOC(=O)Cn1ccsc1=NC(=O)c1ccc(Cl)cc1,.,93.8,85.4,91.5,94.8,88.1,96.3,67.9
O=C(Cn1cc(CSc2nnc3oc4ccccc4n23)nn1)Nc1ccc(F)cc1F,91.4,84.8,.,106.0,.,.,111.4,88.7
